Screens: PubChem BioAssay, National Center for Advancing Translational Sciences (NCATS)
RGS12 GoLoco inh: RGS12 GoLoco-Gai1 interaction inhibition; P63096; Gai1:RGS12 GoLoco peptide FP, rhodamine, 10 min; Potency, µM (series often up to 61.6 µM), inactives show at the highest dose activity, negative = inhibition, actives largely listed as inhibitors; hit rate 0.44% among 230,000; AID 880; active = well fitted inhibition curve with a large enough effect, not every such curve was filed as active; inactive = no such curve, though single readings can be large or run the other way; note: % is set by controls: 0 for no effect and ±100 for the full control effect; nearly all actives have a fitted effect of over 30% in size; many of its hits are not listed in these tables
ALDH1A1 inh: blocks purified human ALDH1A1 activity; Potency, µM (titrated, usually from 75.3 µM), for inactives: at the highest dose activity, negative = inhibition, actives largely listed as inhibitors; hit rate 7.3% among 220,000; Purified ALDH1A1, NADH fluorescence, propionaldehyde substrate; P00352; AID 1030; active = well fitted inhibition curve with a large enough effect, not every such curve was filed as active; inconclusive = small, poorly fitted or top-dose-only effect, or another doubt; inactive = no such curve, though single readings can be large or run the other way;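 note: plate controls were no enzyme wells and a reference inhibitor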
Target sequence (P00352 whole entry, looked up): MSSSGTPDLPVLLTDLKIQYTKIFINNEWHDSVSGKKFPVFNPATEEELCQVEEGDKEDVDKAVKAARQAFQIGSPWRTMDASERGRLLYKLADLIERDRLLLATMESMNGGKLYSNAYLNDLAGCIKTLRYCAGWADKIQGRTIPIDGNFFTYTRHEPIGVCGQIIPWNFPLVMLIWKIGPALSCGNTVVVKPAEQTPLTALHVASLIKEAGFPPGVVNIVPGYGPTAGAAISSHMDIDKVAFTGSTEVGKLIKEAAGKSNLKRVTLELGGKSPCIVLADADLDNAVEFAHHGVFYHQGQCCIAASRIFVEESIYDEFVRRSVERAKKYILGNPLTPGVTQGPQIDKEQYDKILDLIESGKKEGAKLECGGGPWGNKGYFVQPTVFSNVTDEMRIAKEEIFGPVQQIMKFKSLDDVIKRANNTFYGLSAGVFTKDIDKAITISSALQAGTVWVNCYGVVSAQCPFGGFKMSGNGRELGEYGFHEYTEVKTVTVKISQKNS
SMN2 splice enh: enhancers of SMN2 splice variant expression; HEK293 SMN2-luciferase splicing reporter, luminescence, 30-36 h; hit rate 2.8% among 210,000; Potency, µM (series often up to 46.1 µM), without a hit: at the highest dose activity change, positive = activation, actives largely listed as activators; AID 1458; note: % of control where 0% means no effect; nearly all actives have a fitted effect of over 55% in size
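HEK293 cells carry an SMN2 […]–luciferase reporter in which exon 7 inclusion puts luciferase in frame. Cells were plated 10-12 h before compound addition, then incubated 30-36 h at 37C. ONE-Glo luminescence was read; sodium butyrate at 4.5 mM final served as control.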
KDM4E inh: blocks human JMJD2E demethylase activity; JMJD2E catalytic domain, FDH-coupled NADH fluorescence (FDH is formaldehyde dehydrogenase); Potency, µM (highest dose often 57.1 µM), without a hit: top-dose activity change, negative = inhibition, hits mostly inhibitors; hit rate 1.6% among 230,000; active = well fitted inhibition curve with a large enough effect, not every such curve was filed as active; inconclusive = small, poorly fitted or top-dose-only effect, or another doubt; inactive = no such curve, though single readings can be large or run the other way;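 note: 0% = wells with enzyme and -100% = buffer wells without enzyme; nearly all actives have a fitted effect of over 50% in size; many of its hits are not listed in these tables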
Target sequence (B2RXH2 1-337 limits assumed): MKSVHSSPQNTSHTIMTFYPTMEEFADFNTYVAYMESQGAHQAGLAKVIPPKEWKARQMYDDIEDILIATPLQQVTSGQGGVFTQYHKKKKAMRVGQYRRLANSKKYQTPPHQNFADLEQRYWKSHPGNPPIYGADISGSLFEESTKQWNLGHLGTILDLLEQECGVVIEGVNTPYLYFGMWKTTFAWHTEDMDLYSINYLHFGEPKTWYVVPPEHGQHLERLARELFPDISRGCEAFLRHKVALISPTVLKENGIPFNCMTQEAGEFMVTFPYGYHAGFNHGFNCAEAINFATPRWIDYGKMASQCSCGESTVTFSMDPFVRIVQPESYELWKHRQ
aGal spleen mod: inhibitors or activators of human alpha-galactosidase in spleen homogenate | P06280 | human spleen homogenate, 4MU-alpha-Gal fluorescence, 40 min | Potency, µM (highest dose often 80 µM), for inactives: at the highest dose activity change, negative = inhibition, hits mostly inhibitors | hit rate 0.008% among 240,000 | AID 2107;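 note: 0% = enzyme with vehicle and -100% = no enzyme basal signal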
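Human spleen homogenate (1 ug) was the enzyme source, with 4-methylumbelliferyl-alpha-D-galactopyranoside (1 mM final) in pH 5.0 citrate buffer with 0.01% Tween-20. Compounds were titrated; after 40 min at 37C, NaOH/glycine stop, 4-MU fluorescence read; AC50 from Hill fits.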
GAA glycogen: alters human alpha-glucosidase cleavage of glycogen; P10253; hit rate 0.38% among 300,000; recombinant GAA, glycogen substrate, Amplex Red glucose oxidase fluorescence; Potency, µM (doses to about 76.4 µM), inactives show top-dose activity change, negative = inhibition, usual class: inhibitors; AID 2100;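 note: 0% = full enzyme reaction and -100% = no-enzyme basal signal; the screen sought inhibitors and activators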
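Recombinant human alpha-glucosidase (4 nM final) hydrolysed bovine liver glycogen (30 ug) for 40 min at 37 C in pH 5.0 citrate/phosphate with 0.01% Tween-20. Released glucose detected by glucose oxidase/Amplex Red, Ex 573/Em 610 nm. Compounds up to 77 uM; AC50 from Hill fits.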
aGlu spleen mod: inhibits or activates alpha-glucosidase in human spleen homogenate; P10253; human spleen homogenate, 4-MU-alpha-glucoside fluorescence; Potency, µM (highest dose often 79.9 µM), without a hit: at the highest dose activity change, negative = inhibition, hits mostly inhibitors; hit rate 0.006% among 240,000; AID 2112;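 note: 0% = enzyme with vehicle and -100% = no enzyme basal signal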
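AC50 values come from Hill-equation fits of concentration-response data, normalized to no-enzyme and full-activity controls. Enzyme source: 1 ug human spleen homogenate; 1 mM fluorogenic 4-MU glucoside, pH 5.0 citrate buffer, 37 C, 40 min.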
GAA inh: inhibitors of human lysosomal alpha-glucosidase; P10253; purified human GAA, 4-MU-alpha-glucoside fluorescence; Potency, µM (top dose mostly 76.9 µM), for inactives: top-dose activity change, negative = inhibition, actives largely listed as inhibitors; hit rate 0.005% among 200,000;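 note: plate controls were uninhibited enzyme wells for no effect and no-enzyme background for full effect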
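Fluorogenic assay: 4 nM human alpha-glucosidase with 400 uM 4-methylumbelliferyl-alpha-D-pyranoside in 50 mM citrate/phosphate, 0.005% Tween-20, pH 5.0, 20 min at room temperature. Compounds tested up to 77 uM; AC50 from Hill fits.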
Numbers without * were called inactive; ? = inconclusive; nt = no result given; & = joins results of further samples; [ ] = remark or other dose. Unless noted, calls come from the whole dose curve; as a rule, active = well fitted curve in the direction sought with a large enough effect; inconclusive = small, poorly fitted or top-dose-only effect, or another doubt; inactive = no such curve, though single readings can be large; an effect the other way counts as inactive or inconclusive. Potency is the fitted concentration of half-maximal effect.

SMILES | RGS12 GoLoco inh | ALDH1A1 inh | SMN2 splice enh | KDM4E inh | aGal spleen mod | GAA glycogen | aGlu spleen mod | GAA inh
COc1ccc(C(=O)NC(=S)NCc2ccccc2)cc1OC | 12% | ? | -4% | -29% | 8% | -26% | -2% | -3%
Cc1ccc(-n2c(SCC(=O)Nc3ccc4c(c3)OCCO4)nnc2-c2ccco2)cc1 | 5% | ? | -12% | 13% | 1% | 5% | -2% | 0%
Cc1cccnc1NC(=S)Nc1ccc(Cl)c(Cl)c1 | 21% | -13% | ? | -26% | 1% | -1% | 5% | 0%
COCCn1c(SC2CCCCC2=O)nnc1-c1ccncc1 (stereo unspecified) | -10% | ? | 7% | -2% | -3% | 6% | 1% | -4%
CCNc1ncc2nc(CCc3ccccc3)c(=O)n(CCOC)c2n1 | -1% | ? | -5% | nt | 7% | nt | 10% | nt
O=C(NNC(=O)c1ccc(Br)o1)c1ccc(NC(=O)c2ccccc2)cc1 | 9% | 8% | -5% | ? | 2% | 16% | 0% | -2%
CS(=O)(=O)N(Cc1ccc(F)cc1)Cc1nc2ccccc2c(=O)[nH]1 | 13% | 25µM* | ? | 10% | 4% | -9% | 4% | 4%
O=C(O)CC1(CC(=O)Nc2ccc3ccccc3c2)CCCCC1 | -3% | ? | -6% | 1% | 11% | -16% | 2% | -6%
CC1=CCn2c(=O)c3ccccc3c(=O)n2C1 | 14% | ? | 16% | 1% | -1% | 2% | 3% | -1%
CCN(CC)CCNC(=O)C1c2cc(OC)c(OC)cc2C(=O)N(C)C1c1cccs1 (stereo unspecified) | 9% | 8% | -3% | 4% | 7% | 9% | 3% | -1%

Compound profiles, as listed above. Screens in order: RGS12 GoLoco inh, ALDH1A1 inh, SMN2 splice enh, KDM4E inh, aGal spleen mod, GAA glycogen, aGlu spleen mod, GAA inh
Entry for O=C(O)CC1(CC(=O)Nc2ccc3ccccc3c2)CCCCC1 : -3%, ?, -6%, 1%, 11%, -16%, 2%, -6%
Entry for O=C(NNC(=O)c1ccc(Br)o1)c1ccc(NC(=O)c2ccccc2)cc1 : 9%, 8%, -5%, ?, 2%, 16%, 0%, -2%
Entry for Cc1cccnc1NC(=S)Nc1ccc(Cl)c(Cl)c1 : 21%, -13%, ?, -26%, 1%, -1%, 5%, 0%
Entry for Cc1ccc(-n2c(SCC(=O)Nc3ccc4c(c3)OCCO4)nnc2-c2ccco2)cc1 : 5%, ?, -12%, 13%, 1%, 5%, -2%, 0%
Entry for COCCn1c(SC2CCCCC2=O)nnc1-c1ccncc1 (stereo unspecified) : -10%, ?, 7%, -2%, -3%, 6%, 1%, -4%

(listing goes on)
SMILES | RGS12 GoLoco inh | ALDH1A1 inh | SMN2 splice enh | KDM4E inh | aGal spleen mod | GAA glycogen | aGlu spleen mod | GAA inh
CC1(C)CC(=O)C(C=NCCN2CCN(C3CC(=O)N(c4ccc(Br)cc4)C3=O)CC2)=C(O)C1 (stereo unspecified) | -6% | 28µM* | nt | -2% | 1% | 17% | 4% | 8%
O=C(Nc1ccccc1)/C(=C\c1ccccc1)NC(=O)c1ccco1 | -14% | nt | nt | -29% | 10% | 7% | 1% | nt
O=C(NC(=S)Nc1ccccc1)c1csnn1 | 13% | 7.9µM* | 3% | -19% | 2% | -24% | -3% | -11%
O=C(c1ccc2c3n(nc2c1)-c1ccc(Cl)cc1CO3)N1CCOCC1 | 10% | nt | nt | -16% | -4% | 8% | -1% | nt
COc1cccc(/C=N/NC(=O)c2ccccc2NC(=O)c2ccco2)c1OC | -5% | nt | nt | ? | 6% | -2% | 2% | nt
COc1ccc(NC(=O)Cc2c(F)cccc2Cl)cc1 | 3% | 4% | ? | 4% | -1% | 1% | -4% | 2%
N#C/C(C(N)=O)=C1/CCc2ccccc2N1 | -14% | 11% | -14% | 8% | 5% | 11% | -1% | -2%
CC(=O)c1sc(NC(=O)c2ccc(C(C)(C)C)cc2)nc1C | 8% | -2% | nt | ? | 0% | 13% | 3% | -27%
O=c1c(-c2ccccc2)nc2cnc(N3CCNCC3)nc2n1Cc1ccc(F)cc1 | 11% | ? | -12% | nt | 19% | nt | 8% | nt
CC1(C)Cc2ccccc2C(Nn2cnnc2)=N1 | 6% | 11% | -16% | 3% | -6% | 9% | -8% | 3%
CC(C)(C)NCC(O)COc1ccccc1C(=O)CCc1ccccc1 (stereo unspecified) | 9% | -2% | -25% | 1% | -8% | 0% | -4% | -2%[15.4 µM]
Cc1ccc(/C=C(\C#N)c2nc3ccccc3[nH]2)s1 | 73%[activator] | 11% | ? | 2% | -17% | -10% | -9% | -5%
COc1cc(/C=C/C(=O)c2c(O)cc(C)oc2=O)ccc1O | 19% | -7% | 7% | ? | 13% | nt | 1% | nt
O=C(O)c1cccc(CSc2nnc(COc3ccccc3)o2)c1 | 0% | ? | ? | 2% | 10% | 4% | -7% | -4%
CSc1ccc(-c2cccc([N+](=O)[O-])c2)nn1 | 3% | -16% | 25% | -2% | 2% | 1% | nt | -7%
COC(=O)c1ccc(/C=N/NC(=O)CC(=O)NC(C)C)cc1 | 6% | -8% | 1% | 0% | 14% | 9% | -1% | 8%
O=C(OCc1ccc(Cl)cc1)c1ccccc1C(=O)c1ccccc1 | 9% | ? | -18% | -10% | -3% | -2% | -17% | 8%
O=C(Nc1nc2n(n1)C(c1ccc(Cl)cc1)CC(c1ccc(Cl)cc1)N2)c1ccco1 (stereo unspecified) | 8% | -7% | -27% | -1% | -3% | -1% | -11% | -8%
COc1ccccc1-c1ccc(=O)n(CC(=O)Nc2ccc(C(=O)N3CCCC3)cc2)n1 | 9% | ? | 4% | 0% | 3% | 6% | 4% | 3%
COc1ccc(CNc2ncncc2-c2ccccc2Cl)c(OC)c1 | -8% | ? | -2% | -26% | 5% | nt | -2% | nt

As a short view, part of the list above.
SMILES | RGS12 GoLoco inh | ALDH1A1 inh | SMN2 splice enh | KDM4E inh | aGal spleen mod | GAA glycogen | aGlu spleen mod | GAA inh
CC(C)(C)NCC(O)COc1ccccc1C(=O)CCc1ccccc1 (stereo unspecified) | 9% | -2% | -25% | 1% | -8% | 0% | -4% | -2%[15.4 µM]
Cc1ccc(/C=C(\C#N)c2nc3ccccc3[nH]2)s1 | 73%[activator] | 11% | ? | 2% | -17% | -10% | -9% | -5%

Later entries
SMILES | RGS12 GoLoco inh | ALDH1A1 inh | SMN2 splice enh | KDM4E inh | aGal spleen mod | GAA glycogen | aGlu spleen mod | GAA inh
COc1cccc(CNS(=O)(=O)c2cccc(S(=O)(=O)N3CCOCC3)c2)c1 | 6% | 5% | -22% | -6% | -2% | -5% | -4% | -12%
Cc1cc(=O)[nH]c(SCC(=O)Nc2cc(S(=O)(=O)N(C)C)ccc2Cl)n1 | 6% | 2% | 0% | -1% | -4% | 5% | -12% | -7%
O=C(N[C@@H](Cc1ccccc1)C(=O)O)c1c(F)c(F)c(F)c(F)c1F | 8% | 6% | nt | 3% | 7% | -6% | -2% | nt
COCCn1cnc2cc(C)c(C)cc21 | -5% | 4% | 10% | -5% | 0% | -11% | -4% | 0%
Cc1ccc(-c2nnc(NCc3nc4ccccc4[nH]3)c3ccccc23)cc1S(=O)(=O)N1CCOCC1 | 11% | -1% | -67%[inhibitor] | ? | 4% | 2% | -1% | -4%
Cc1cc(OCCn2cnc3ccccc3c2=O)ccc1[N+](=O)[O-] | -1% | 11% | -19% | 10% | 1% | 20% | 7% | 1%
CCOC(=O)c1ccc(N2C(=O)C(O)=C(C(C)=O)C2c2ccccc2)cc1 (stereo unspecified) | 8% | -9% | -7% | ? | -1% | -6% | 3% | 4%
CCOC(=O)C1CCN(c2ccc([N+](=O)[O-])cc2)CC1 | 10% | -11% | 7% | 3% | -1% | 4% | -1% | 6%
Fc1ccc(CNc2nc(-c3ccco3)cc(C(F)(F)F)n2)cc1 | 17% | ? | -22% | ? | 5% | -7% | -16% | -2%
Cc1ccc(C(=O)c2ccccc2C(=O)OCC(=O)NC(=O)NC(C)(C)C)cc1 | 9% | 1% | 3% | 0% | -6% | 1% | -7% | 0%
Oc1cccc(O)c1 | -3%&-40% | -1% | -10%&5% | 9% | -1%&0% | nt | -6%&6% | nt
CCOC(=O)C1=C(C)N(C)C(C)=C(C(=O)OCC)C1c1ccsc1 | 4% | 2% | -7% | -9% | 2% | -13% | nt | 0%
C=CCN=C(CC)C1=C(O)CCCC1=O | nt | 0% | nt | 1% | 1% | -3% | 4% | -1%
CCOC(=O)c1sc(=NC(=O)C2CC2)n(C)c1C | -6% | ? | -3% | -23% | 1% | 4% | nt | 2%
COCCn1c(=S)[nH]c2cc(C(=O)NCCCN3CCOCC3)ccc2c1=O | -2% | 16µM* | -7% | -1% | 5% | -14% | -1% | 5%
CC(=O)c1ccc2noc(-c3ccccc3)c2c1 | 19% | ? | nt | ? | -6% | 7% | 0% | ?
COc1cccc(N2CCN(Cc3nc4ccccc4c(=O)[nH]3)CC2)c1 | 1% | 7% | -22% | 1% | -2% | 9% | -8% | -3%
O=[N+]([O-])c1ccccc1N/N=C/c1cc2ccccc2nc1Cl | -3% | ? | -16% | -1% | 6% | -9% | -2% | -3%
COC(=O)CCNS(=O)(=O)c1ccc2ccccc2c1 | 0% | ? | -17% | 5% | 5% | 5% | -18% | 2%
Cc1ccc(F)c(NC=C2C(=O)OC(C)(C)OC2=O)c1 | 2% | 10µM* | -8% | -12% | -5% | 5% | -6% | 0%
COc1cc(/C=C2/C(=O)N=C(N)N2C)cc(OC)c1OC | -12% | ? | -18% | 9% | 16% | -2% | 6% | -5%
O=C(NC(=S)NCCc1ccccc1)C1CCCCC1 | 6% | ? | 21% | 2% | 1% | -10% | 0% | -6%
Cc1ccnc(N2C(=O)CSC2c2ccc(Cl)cc2)c1 (stereo unspecified) | 23% | ? | -15% | -4% | -12% | -5% | 6% | -15%
O=c1ccccn1Cc1c(F)cccc1Cl | 4% | -1% | 3% | 3% | -13% | 1% | -3% | 0%
CCc1ccccc1NC(=O)N[C@H](C(=O)O)C(C)CC (stereo partly specified) | 7% | -5% | -4% | -5% | -4% | 5% | -1% | -2%
Cn1c(=O)c(CCc2ccccc2)nc2cncnc21 | 14% | ? | -1% | nt | -3% | nt | 6% | nt

The list is partial; the hit share may differ from the screen's.
